IDE act: human IDE activators in live cells, primary screen, fluorescence polarization, HEK cells, FAbeta-B substrate. Insulin-degrading enzyme (Homo sapiens), P14735. FAbeta-B cleavage; 0% vehicle, 100% cell-free pure enzyme wells. activation, % at 5.96 µM. 340,000 tested, 0.073% active. AID 493087, 2011;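 active = activation above the mean of all tested compounds plus 3 SD, set per screening campaign, cut at about 17% in these data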
GalR3 antag: GalR3 antagonists in HEK293 cells, primary screen, cell-based, fluorescence readout | Galanin receptor type 3 (Homo sapiens), O60755 | 360,000 tested, 0.44% active | AID 651719, 2012 | inhibition, % at 3 µM | HEK293 GalR3-CNG cAMP membrane potential fluorescence; galR3 body fused to GalR1 C-terminus;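 active = inhibition above the screen-wide average plus 3 SD, cut at about 13% in these data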;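 also: forskolin and galanin both at EC90 stimulate the cells; cAMP rise reported by CNG channel membrane potential dye signal; 0% = forskolin plus galanin with DMSO and 100% = forskolin alone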
Target sequence (O60755 1-299 limits assumed): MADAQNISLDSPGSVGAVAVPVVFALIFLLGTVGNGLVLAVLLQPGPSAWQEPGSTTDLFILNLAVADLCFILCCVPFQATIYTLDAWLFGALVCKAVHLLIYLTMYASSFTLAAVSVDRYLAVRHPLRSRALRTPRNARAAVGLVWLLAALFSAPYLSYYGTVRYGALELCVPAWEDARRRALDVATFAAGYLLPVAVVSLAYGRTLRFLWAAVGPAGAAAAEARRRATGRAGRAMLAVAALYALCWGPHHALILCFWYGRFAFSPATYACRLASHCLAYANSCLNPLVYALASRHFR
CRFR2-BP ag: agonists of CRF-BP/CRF-R2 complex, primary screen, cell-based, HEK293, calcium dye fluorescence, uHTS; CRF-binding protein / CRF receptor 2 complex (human); calcium dye fluorescence (FLIPR); percent of saturating CRF peptide response; activation, % at 13.2 µM; 350,000 tested, 0.46% active; AID 588473, 2011;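 active = activation of at least 50%, plus an integration ratio under a set limit after plate pattern correction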;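 also: plate controls were neutral control wells without compound for no effect and CRF at EC100 for full effect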
CRFBP-R2 block: antagonists of CRF-BP/CRF-R2 complex, primary screen, cell-based, HEK293, calcium dye fluorescence, uHTS; CRF-induced calcium fluorescence; inhibition, % at 11.8 µM; 350,000 tested, 0.59% active; AID 588475, 2011;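 active = inhibition of the ligand-induced calcium signal above about 50% at the single tested concentration, limit read from the data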
p-CIP stab down: p/CIP-EGFP fusion destabilizers, primary screen, fluorescence, F442A cells; decrease of EGFP signal, % at 10 µM; 16 h; Q05BA5; AID 1984, 2009; 290,000 tested, 0.01% active;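 active = EGFP signal decrease of at least 30% at 10 µM or well 3 SD below plate mean, unless failing retest; inactive = the rest, including hits failing retest or dose response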; also: some compounds called inactive have numbers as strong as hits; many of its hits are not listed in these tables
IDE inh: human IDE inhibitors in live cells, primary screen, fluorescence polarization, HEK cells, FAbetaB substrate | Insulin-degrading enzyme (Homo sapiens), P14735 | FAbetaB cleavage | inhibition, % at 5.59 µM | 320,000 tested, 0.41% active;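 active = percent inhibition above the average of all tested compounds plus 3 SD, set per screening campaign, cut at about 16% in these data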;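 also: IDE supplied by intact live HEK cells; FP after avidin binding of uncleaved biotin substrate so inhibition keeps polarization high; 0% = DMSO wells and 100% = 60 µM reference IDE inhibitor Ii1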
PHOSPHO1 inh: PubChem AID 1565. Phosphoethanolamine/phosphocholine phosphatase (Homo sapiens), Q8TCT1. recombinant PHOSPHO1, absorbance phosphatase assay. inhibition, % at 13.3 µM. 290,000 tested, 1.1% active; in the data active = inhibition above about 60%
M4 PAM: human M4 muscarinic receptor positive allosteric modulators, primary screen, CHO-K1 cells, Fluo-8 calcium fluorescence | CHO-K1 hM4/Gqi5, ACh EC20; 0% = ACh EC20, 100% = maximal ACh | activation, % at 3 µM | Muscarinic acetylcholine receptor M4 (Homo sapiens), P08173 | 360,000 tested, 0.4% active;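 active = activation above its plate's cutoff, the mean activation of sample wells plus 3 SD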; also: some results filed as inactive read as strong as hits
MEKK3 PB1 HTS: modulators of MEKK3-MEK5 PB1 binding, primary screen, biochemical, wildtype MEKK3, multiplex bead flow cytometry, Alexa488-MEK5 | Mitogen-activated protein kinase kinase kinase 3 (Homo sapiens), Q99759 | bead-based flow cytometry, Alexa488-MEK5 binding to MEKK3; actives lie on both sides; 0 = blocked by unlabeled MEK5, 100 = vehicle | binding response (% of control), % at 10 µM | 290,000 tested, 1.4% active;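 active = binding response more than 3 SD above or below the average of its plate-row segment, actives on both sides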;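 also: Alexa488 bead fluorescence after subtracting the streptavidin-only scavenger bead signal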
Target sequence (Q99759 whole entry, looked up): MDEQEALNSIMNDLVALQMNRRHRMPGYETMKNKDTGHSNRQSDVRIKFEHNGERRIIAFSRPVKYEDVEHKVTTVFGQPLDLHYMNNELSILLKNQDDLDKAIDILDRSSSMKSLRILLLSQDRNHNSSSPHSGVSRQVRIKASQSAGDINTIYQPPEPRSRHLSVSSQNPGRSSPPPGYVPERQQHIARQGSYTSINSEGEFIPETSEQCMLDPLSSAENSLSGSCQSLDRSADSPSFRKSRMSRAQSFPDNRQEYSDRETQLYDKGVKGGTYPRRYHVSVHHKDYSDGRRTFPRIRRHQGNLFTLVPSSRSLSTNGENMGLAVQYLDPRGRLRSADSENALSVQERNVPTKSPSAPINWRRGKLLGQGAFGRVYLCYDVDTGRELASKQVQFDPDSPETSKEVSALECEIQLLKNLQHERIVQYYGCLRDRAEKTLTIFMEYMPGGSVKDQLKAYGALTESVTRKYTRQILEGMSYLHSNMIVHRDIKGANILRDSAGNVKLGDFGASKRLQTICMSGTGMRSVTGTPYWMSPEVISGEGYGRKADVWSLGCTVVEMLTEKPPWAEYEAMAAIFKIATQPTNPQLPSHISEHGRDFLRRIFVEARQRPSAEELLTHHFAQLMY
Active calls of the source: *; / = not tested or not shown.

Start of the data: the first three entries, to show the layout:
SMILES	IDE act	GalR3 antag	CRFR2-BP ag	CRFBP-R2 block	p-CIP stab down	IDE inh	PHOSPHO1 inh	M4 PAM	MEKK3 PB1 HTS
c1ccn2cc(-c3ccc4c(c3)OCCO4)nc2c1	-3	-3	0.0	29	-9	12	2	2	98
CC1CN(C(NC(=O)c2ccccc2)C(Cl)(Cl)Cl)CC(C)O1 (centres undefined)	3	-4	-0.2	-1	16	/	4	4	90
COc1ccc(NC(=O)C[C@@H]2C(=O)N(c3ccc(OC)cc3)CC2(C)C)cc1	/	-6	-0.4	-11	/	/	/	-4	/

The whole of this part, previewed entries included:
SMILES	IDE act	GalR3 antag	CRFR2-BP ag	CRFBP-R2 block	p-CIP stab down	IDE inh	PHOSPHO1 inh	M4 PAM	MEKK3 PB1 HTS
c1ccn2cc(-c3ccc4c(c3)OCCO4)nc2c1	-3	-3	0.0	29	-9	12	2	2	98
CC1CN(C(NC(=O)c2ccccc2)C(Cl)(Cl)Cl)CC(C)O1 (centres undefined)	3	-4	-0.2	-1	16	/	4	4	90
COc1ccc(NC(=O)C[C@@H]2C(=O)N(c3ccc(OC)cc3)CC2(C)C)cc1	/	-6	-0.4	-11	/	/	/	-4	/
COc1ccc(CNCc2ccc3ccccc3c2)c(OC)c1	1	-16	0.7	-26	6	3	-6	-9	103
CN1CCN(CCn2c(=S)[nH]c3ccccc3c2=O)CC1	-1	-9	-1.4	18	1	0	11	-6	104
COc1ccc(-c2nnc(NC(=O)c3ccc(S(=O)(=O)N4CCc5ccccc5C4)cc3)o2)cc1	3	/	-0.4	1	-3	-5	8	1	/
CC(=O)N1N=C(c2ccc(Br)cc2)CC1c1ccc(Br)cc1 (centres undefined)	/	-6	-0.9	19	/	/	/	-2	/
O=c1[nH]c2ccccc2c2ccc(Cl)cc12	-5	-6	-0.7	-40	/	/	/	1	/
CC1Cc2ccccc2N1C(=O)CN1CCC(n2nnc3cc(C(F)(F)F)ccc32)CC1 (centres undefined)	3	-6	-0.4	4	-5	-3	-3	-5	105
COCCn1c(C)cc2c(c1=O)C(c1ccco1)C(C#N)=C(N)O2 (centres undefined)	-5	-8	4.8	-3	4	2	13	7	106
O=C(NCc1ccccc1F)c1ccc2c(c1)OCO2	6	-6	-1.6	14	-1	5	-2	18	99
C[C@@H](NC(=O)c1nc[nH]c1C(=O)N[C@@H](Cc1ccccc1)C(=O)OCc1ccccc1)c1ccccc1	3	-2	3.7	-6	-3	9	18	-6	99
COc1ccc(NC(=O)CCS(=O)(=O)c2ccc3c(c2)oc(=O)n3C)cc1	5	3	-1.9	1	0	4	12	-3	97
COc1cc(C)ccc1OCC(=O)Nc1ccc2c(c1)OCO2	4	-5	-1.0	2	/	5	/	-3	/
O=C(Nc1cc(=O)[nH]c2ncnn12)c1ccc(Cl)cc1Cl	5	-2	0.3	-14	-3	3	-11	-4	83
CN(C)C(=O)Nc1ccc(F)cc1F	0	-4	-1.2	-3	10	1	36	7	100
C=CCn1c(SCn2nnc3ccccc3c2=O)nnc1-c1ccc(Br)cc1	-6	-4	-2.8	-8	0	-1	-13	-6	102
CCCCC(c1nnnn1CS(=O)(=O)c1ccc(C)cc1)N1CCN(c2ccccc2)CC1 (centres undefined)	-1	-6	0.3	-4	-24	4	7	0	/
O=C(Cc1ccc(F)cc1)OCn1nnc2ccccc2c1=O	0	-2	3.3	1	-8	1	46	1	120
COc1ccc(C(=O)N2CCN(Cc3ccccc3C)CC2)cc1OC	2	-2	-0.3	-7	-1	3	16	4	105
NC(=O)C1CCN(C(=O)CSc2nc3c(c(-c4ccccc4)n2)CCCC3)CC1	2	-4	-2.3	-22	7	1	0	-1	103
Cc1ccc(-n2cc(CNCCc3ncc(C)[nH]3)c(-c3ccc(F)cc3)n2)cc1	4	-5	-0.7	-12	0	5	-3	8	99
CCc1cc(C(=O)O)c(NC(=O)c2cc(OC)c(OC)c(OC)c2)s1	1	-4	-1.5	-3	-2	5	-12	7	90
Cc1cc(C)c(S(=O)(=O)NCC(c2ccc3c(c2)OCO3)N2CCOCC2)c(C)c1 (centres undefined)	7	-3	-1.1	13	/	4	/	5	/
COc1ccc(CCNC(=O)CN2C(=O)NC3(CCCCC3)C2=O)cc1	-3	-5	-0.9	4	/	0	/	9	/
COc1ccc(OC)c(N=Nc2c(O)c3ccccc3[nH]c2=O)c1	-1	3	-2.5	16	/	/	/	5	/
CC(C)N=C1NN=C(c2ccc(Cl)c(Cl)c2)CS1	/	-5	2.6	-36	-6	/	-78	4	96
O=C(c1cccc(Cl)c1)N1CCN(Cc2ccccc2F)CC1	1	0	0.4	-7	-11	0	-17	9	105
CCCCOC(=O)C(C)Sc1n[nH]c(=O)[nH]c1=O (centres undefined)	2	0	-1.6	20	-8	-3	-31	-3	104
Cc1ccc(-c2csc(N(C)C(=O)c3c(C)nn(-c4ccccc4)c3Cl)n2)cc1	-14	-10	1.2	1	0	3	-6	13	92
COc1ccc(/C=N/NC(=O)c2ccc(CSc3nc(C)cc(C)n3)cc2)c(OC)c1OC	3	-4	-2.3	30	-7	-3	-7	-4	103
C=CCOc1ccc(C(=O)/C=C2/C(=O)Nc3ccccc32)cc1	0	-1	3.6	-25	1	2	34	-9	105
Cn1c(Cc2ccccc2)nnc1SCC(=O)c1ccc(Br)s1	3	-3	-1.4	-7	-2	12	20	-16	105
CCOc1ccc(NC(=O)CCN2C(=S)NC(C)(C)CC2C)cc1 (centres undefined)	3	-4	-0.6	-11	13	1	-19	3	85
CN(C(=O)COC(=O)c1cccc(S(=O)(=O)N(C)c2ccccc2)c1)C1CCCCC1	0	-3	-0.3	10	/	-1	/	5	/
C[C@H]1CN([C@@H](C)CO)C(=O)CCCn2cc(nn2)CO[C@@H]1CN(C)S(=O)(=O)c1ccc2c(c1)OCCCO2	/	-6	4.6	3	/	/	/	-7	/
CCOCCCn1c(=N)c(C(N)=S)cc2c(=O)n3cccc(C)c3nc21	-3	-2	5.4	-8	-5	0	21	-4	110
Cc1ccc(C(=O)/C=C/Nc2ccc3c(c2)OCO3)cc1	2	-1	2.7	34	-4	3	23	3	103
c1ccc2c(c1)CCN(c1nc3cc4c(cc3s1)OCO4)C2	-1	-2	-1.2	-7	1	1	21	3	101
CSc1ncccc1C(=O)OCC(=O)NC(N)=O	7	-7	1.1	-8	4	2	3	7	64

Arranged by count of non-hydrogen atoms (ascending): some entries from above
SMILES	IDE act	GalR3 antag	CRFR2-BP ag	CRFBP-R2 block	p-CIP stab down	IDE inh	PHOSPHO1 inh	M4 PAM	MEKK3 PB1 HTS
c1ccc2c(c1)CCN(c1nc3cc4c(cc3s1)OCO4)C2	-1	-2	-1.2	-7	1	1	21	3	101
CCc1cc(C(=O)O)c(NC(=O)c2cc(OC)c(OC)c(OC)c2)s1	1	-4	-1.5	-3	-2	5	-12	7	90
CCOCCCn1c(=N)c(C(N)=S)cc2c(=O)n3cccc(C)c3nc21	-3	-2	5.4	-8	-5	0	21	-4	110
Cc1cc(C)c(S(=O)(=O)NCC(c2ccc3c(c2)OCO3)N2CCOCC2)c(C)c1 (centres undefined)	7	-3	-1.1	13	/	4	/	5	/

Remaining list, next part.
SMILES	IDE act	GalR3 antag	CRFR2-BP ag	CRFBP-R2 block	p-CIP stab down	IDE inh	PHOSPHO1 inh	M4 PAM	MEKK3 PB1 HTS
CN(CC(=O)NCc1ccccn1)S(=O)(=O)c1ccc2ccccc2c1	-3	-4	0.1	-3	-5	-5	-6	2	135*
Cc1ccc(CN2CCN(CC3CC4C=CC3C4)CC2)cc1 (centres undefined)	5	-1	-0.8	-13	-4	5	-20	-17	/
COc1ccc(CCC2(C)NC(=O)NC2=O)cc1 (centres undefined)	-3	-7	2.7	-18	1	3	-19	4	98
CC(=O)OC(c1nc2ccccc2c(=O)n1C1CC2(OC1=O)c1ccccc1N1C(=O)C(C)(C)N(O)C12)C(C)C (centres undefined)	4	-3	16	12	-9	7	40	-4	102
Cc1nc(N2CCOCC2)nc(N2CCCC2)c1[N+](=O)[O-]	1	-1	-2.9	0	-9	0	-12	6	101
COC(=O)CCC(=O)OC1(C)C(=O)C2=CN(Cc3ccc4c(c3)OCO4)C(c3ccc(OC)cc3)=CC2=C(Br)C1=O (centres undefined)	1	/	0.6	4	/	3	/	6	83
Cc1ccc(C(=O)Nc2c(-c3cccs3)nc3cc(C)ccn23)cc1	-3	-1	-0.6	-12	2	5	14	-16	101
CCc1noc(C)c1C(=O)Nc1ccc(S(=O)(=O)N2CCC(C)CC2)cc1	1	-7	0.9	-8	/	-4	/	2	/
COc1ccc(CCNC(=O)c2cc(=O)[nH]c3ccc(Br)cc23)cc1OC	2	2	-0.8	-18	1	1	-9	1	108
Cc1c(NS(=O)(=O)c2ccccc2F)c(=O)n(-c2ccccc2)n1C	3	-2	0.0	-10	3	-5	41	2	98
O=C(NCc1ccco1)c1cccn2c(=O)c3sccc3nc12	-3	3	0.8	-2	/	3	/	-7	98
Cc1[nH]c(=O)[nH]c(=O)c1S(=O)(=O)N1CCN(c2ccccc2)CC1	7	-8	-1.4	-7	-2	3	43	1	102
CSCC(=O)NC1CCCc2c1cnn2-c1cc(F)cc(F)c1 (centres undefined)	5	0	0.3	2	-6	/	/	1	103
CC[C@]1(C(=O)OC)[C@H]2C(=O)N(C)C(=O)[C@H]2[C@H]2CN=C(SC)N21	1	-2	0.7	24	/	/	/	-2	/
CC(=O)Nc1sc2c(c1C#N)CCCC2	5	-2	-1.1	4	3	5	-2	-3	104
CCCc1cc(C(F)(F)F)c(C#N)c(=O)[nH]1	2	-1	-0.1	4	-4	3	12	6	103
CC1(C)C2CCC1(CS(=O)(=O)NCc1ccc(S(N)(=O)=O)cc1)C(=O)C2 (centres undefined)	1	-2	0.3	3	7	-1	12	-2	97
CC(C)OCCCNC(=O)C1CCC(CNS(=O)(=O)c2cccc3nsnc23)CC1 (centres undefined)	-3	/	0.9	6	3	-2	20	1	104

Screening data: PubChem, several laboratories

This is a random part of the collection; overall some 4.2% were active at least once.
